ALOX12 inh = Primary qHTS assay for inhibitors of human arachidonate 12S-lipoxygenase (ALOX12): Round 2. AID 1671190, 2021. actives 1.1% (n = 580,000). purified 12hLO, xylenol orange hydroperoxide absorbance. Polyunsaturated fatty acid lipoxygenase ALOX12 (Homo sapiens), P18054. Potency, µM (doses to about 108 µM), inactives show top-dose activity change, negative = inhibition, actives largely listed as inhibitors; note: potency is the fitted concentration of half-maximal effect; % is set by controls: 0 for no effect and ±100 for the full control effect
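Hydroperoxide product was detected by ferrous iron/xylenol orange as the 573 to 405 nm absorbance ratio. Arachidonic acid at 40 uM (final) was turned over for 30 min at room temperature by 150 nM human 12hLO, pH 7.0 Hepes buffer, after 15 min compound preincubation.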
PI4K2A block = qHTS for small molecular inhibitors of PI4K2A. Phosphatidylinositol 4-kinase type 2-alpha (Homo sapiens), Q9BTU6. purified PI4K2A, ADP-Glo luminescence, 1 h; active compounds read low. activity change, negative = inhibition, % at 76.9 µM. actives 0.13% (n = 420,000). AID 1346378, 2018; in the data active = activity change below about -50%; inconclusive = mostly about -30% to -49%;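 note: -100% = wells without enzyme as full effect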
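PI4K2A activity was measured by ADP-Glo luminescence: enzyme (4 ug/mL stock) and phosphatidylinositol (1.2 mM stock) in Tris pH 7.5/MgCl2/EGTA/Triton X-100 buffer were reacted with ATP (300 microM stock) for one hour at ambient temperature.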
G9a block = qHTS Assay for Inhibitors of Histone Lysine Methyltransferase G9a. Histone-lysine N-methyltransferase EHMT2 (Homo sapiens), Q96KQ7. AID 504332, 2011. G9a H3K9 monomethylation, AlphaScreen, 2 h. actives 8.8% (n = 350,000). Potency, µM (series often up to 102 µM), for the others: at the top dose activity, negative = inhibition, usual class: inhibitors; note: potency is the fitted concentration of half-maximal effect; % is set by controls: 0 for no effect and ±100 for the full control effect; nearly all actives have a fitted effect of over 75% in size
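Chemiluminescent proximity detection of H3K9 monomethylation, read after 10 min bead incubation in the dark. Reaction: 20 nM G9a, 500 nM biotin-H3K9 peptide, 20 uM SAM cofactor, 2 h, room temperature, following 15 min enzyme-compound preincubation.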
BAZ2B inh = qHTS Assay for Inhibitors of BAZ2B; Potency, µM (highest dose often 114 µM), for inactives: at the top dose activity change, negative = inhibition, hits mostly inhibitors; actives 4.4% (n = 360,000); AlphaScreen BAZ2B-H3K14Ac peptide displacement; AID 504333, 2011; note: potency is the fitted concentration of half-maximal effect; % is set by controls: 0 for no effect and ±100 for the full control effect; nearly all actives have a fitted effect of over 60% in size
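BAZ2B 50 nM plus b-H3(5-23)K14Ac 50 nM, PBS pH 7.4/0.01% Tween-20, 30 min RT; compound added (max 110 uM), 30 min RT; streptavidin donor/Ni-chelate acceptor beads 10 ug/mL final, 20 min dark; AlphaScreen read.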
HP1b binding inh = HTS for Inhibitors of HP1-beta Chromodomain Interactions with Methylated Histone Tails. AlphaScreen HP1-beta / biotin-H3K9me3 peptide binding. Chromobox protein homolog 1 (Homo sapiens), P83916. actives 0.56% (n = 390,000). AID 540317, 2011. Potency, µM (doses to about 114 µM), without a hit: at the highest dose activity change, negative = inhibition, usual class: inhibitors; note: potency is the fitted concentration of half-maximal effect; nearly all actives have a fitted effect of over 70% in size; inactives centre near 23
Target sequence (P83916 whole entry, looked up): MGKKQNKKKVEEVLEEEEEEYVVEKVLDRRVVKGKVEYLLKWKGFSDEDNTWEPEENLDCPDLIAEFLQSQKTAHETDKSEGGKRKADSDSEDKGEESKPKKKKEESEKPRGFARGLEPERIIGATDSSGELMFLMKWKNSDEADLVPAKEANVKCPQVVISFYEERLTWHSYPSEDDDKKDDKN
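Compound inhibition of the preformed complex between 50 nM HP1-beta and 50 nM biotinylated H3K9me3 peptide was read by AlphaScreen. Buffer was PBS pH 7.4 with 0.01% Tween-20. Incubations ran 30 min at room temperature, with 10 ug/mL donor/acceptor beads.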
ERG Ets-DNA blk = qHTS for Small Molecule Inhibitors of the ERG Ets/DNA interaction. Transcriptional regulator ERG (Homo sapiens), P11308. fluorescence polarization, His-ERG Ets domain / labelled DNA. Potency, µM (titrated, usually from 76.9 µM), inactives show at the top dose FP activity, negative = inhibition, hits mostly inhibitors. actives 0.028% (n = 370,000); active = well fitted inhibition curve with a large enough effect in the polarisation, with a control signal flat; inconclusive = small, poorly fitted or top-dose-only effect, or effect the other way, or a change in a side signal; inactive = no such curve, though single readings can be large or run the other way; the % refers to the polarisation;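 note: polarization taken with two DNA probes labelled with fluorescein and Texas red; potency is the fitted concentration of half-maximal effect; % of control where 0% means no effect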
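His-tagged ERG Ets domain (1 uM in the protein solution; 300mM KCl, 50mM Tris-HCl, 1mM EDTA, 1mM DTT, pH 7.5) received compound, then a probe mix of 5 nM fluorescein-DNA and 100nM Texas-615-DNA. Fluorescence polarization was read for both dyes.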
GLS inh = qHTS for Inhibitors of Glutaminase (GLS); Glutaminase kidney isoform, mitochondrial (Homo sapiens), O94925; GLS enzymatic activity, qHTS titration; Potency, µM (highest dose often 45.5 µM), for inactives: at the top dose activity change, negative = inhibition, actives largely listed as inhibitors; actives 0.21% (n = 410,000); AID 624170, 2012; note: potency is the fitted concentration of half-maximal effect; % is set by controls: 0 for no effect and ±100 for the full control effect
Target sequence (O94925 whole entry, looked up, canonical isoform): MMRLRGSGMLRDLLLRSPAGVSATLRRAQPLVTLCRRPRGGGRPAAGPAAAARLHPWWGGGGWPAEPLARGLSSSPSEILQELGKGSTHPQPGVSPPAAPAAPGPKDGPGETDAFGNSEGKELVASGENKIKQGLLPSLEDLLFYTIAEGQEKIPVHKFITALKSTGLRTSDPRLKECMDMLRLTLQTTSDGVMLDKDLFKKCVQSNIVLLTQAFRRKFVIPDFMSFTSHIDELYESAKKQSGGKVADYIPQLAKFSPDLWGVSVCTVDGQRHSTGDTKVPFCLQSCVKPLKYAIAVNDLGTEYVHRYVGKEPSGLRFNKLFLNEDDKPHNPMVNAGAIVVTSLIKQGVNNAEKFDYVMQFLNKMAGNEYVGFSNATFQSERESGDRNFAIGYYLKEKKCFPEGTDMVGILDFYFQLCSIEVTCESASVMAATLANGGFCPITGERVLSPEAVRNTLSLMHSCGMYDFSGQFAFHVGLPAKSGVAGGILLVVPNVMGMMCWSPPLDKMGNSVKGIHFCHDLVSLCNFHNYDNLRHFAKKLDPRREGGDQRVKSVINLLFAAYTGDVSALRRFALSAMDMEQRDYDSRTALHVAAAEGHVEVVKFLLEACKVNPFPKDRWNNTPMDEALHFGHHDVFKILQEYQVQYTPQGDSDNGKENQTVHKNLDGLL
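Two-point fluorescence kinetic (t0, 30 min RT) for hKGA; glutamate detected via glutamate oxidase–HRP–Amplex Red. Substrate: 1 mM L-glutamine solution; buffer 45 mM KH2PO4, pH 8.2.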
JMJD2A Tudor inh = qHTS Assay for Inhibitors of JMJD2A-Tudor Domain | AlphaScreen JMJD2A-Tudor / H3K4me3 peptide binding | Potency, µM (highest dose often 114 µM), for the others: at the top dose activity change, negative = inhibition, hits mostly inhibitors | actives 4.4% (n = 390,000); note: potency is the fitted concentration of half-maximal effect; % is set by controls: 0 for no effect and ±100 for the full control effect; nearly all actives have a fitted effect of over 50% in size
RGS4 inh = Inhibitors of Regulator of G Protein Signaling (RGS) 4: qHTS; Regulator of G-protein signaling 4 (Homo sapiens), P49798; Transcreener GDP fluorescence polarization, RGS4-accelerated GTP hydrolysis; Potency, µM (highest dose often 114 µM), inactives show at the top dose activity change, negative = inhibition, most hits filed as inhibitors; actives 0.039% (n = 390,000); AID 504845, 2011; note: potency is the fitted concentration of half-maximal effect; % is set by controls: 0 for no effect and ±100 for the full control effect; nearly all actives have a fitted effect of over 75% in size; some results filed as inactive show a strong effect at the top dose
Target sequence (P49798 whole entry, looked up): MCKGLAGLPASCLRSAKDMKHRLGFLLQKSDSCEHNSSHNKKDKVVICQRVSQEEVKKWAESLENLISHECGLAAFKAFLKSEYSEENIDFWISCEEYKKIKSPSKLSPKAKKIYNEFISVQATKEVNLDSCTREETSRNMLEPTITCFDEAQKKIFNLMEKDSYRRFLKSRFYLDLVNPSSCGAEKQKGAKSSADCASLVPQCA
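MLSMR compounds (23 nl, pin-transferred) preincubated 10 min at room temperature with a 500nM (2x) first reagent, then RGS4 at 900nM (2x) plus Transcreener GDP mix added; fluorescence polarization (620/688 nm) read before and after 90 min at 30 °C.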
Active calls of the source: *; ? = inconclusive; · = no result given; [ ] = another dose, or the depositor's remark. Unless noted, calls come from the whole dose curve; as a rule, active = well fitted curve in the direction sought with a large enough effect; inconclusive = small, poorly fitted or top-dose-only effect, or another doubt; inactive = no such curve, though single readings can be large; an effect the other way counts as inactive or inconclusive. The list is partial. The share of hits here may be higher or lower than overall.

1. CCOc1ccc(-c2cc(C(=O)N3CCN(c4cccc(C)c4)C(C)C3)c3ccccc3n2)cc1 (stereo unspecified)
2. CCN1CCN(CCNC(=O)CSCc2nc(-c3ccc(OC)c(OC)c3)oc2C)CC1
3. Cc1ccccc1Nc1cc(C)c2c(O)cccc2n1
4. CC(C)OCC1CO1 (stereo unspecified)
5. COc1ccccc1/C=C/C(=O)c1ccc(NC(C)=O)cc1
6. O=C(CCc1ccccc1)NNC(=O)COc1ccccc1
7. O=C(c1cccs1)N1CCC2(O)CCCCC2C1c1ccc(F)cc1 (stereo unspecified)
8. CC1C(=O)N2CCCc3cc(S(=O)(=O)NCCc4ccccc4)cc1c32 (stereo unspecified)
compound no.	1	2	3	4	5	6	7	8
ALOX12 inh	-23%	0%	-4%	6%	6%	25%	-7%	-17%
PI4K2A block	-1	5	-6	-1	3	6	-2	6
G9a block	?	0%	?	8%[0.501 µM]	-6%[59 µM]	·	-5%	6%
BAZ2B inh	3%	4%	?	-7%	-8%	9%	4%	-3%
HP1b binding inh	44%	43%	15%	91%[activator]	38%	7%	37%	36%
ERG Ets-DNA blk	4%	2%	9%	-1%	25%	2%	-1%	117%[activator]
GLS inh	12%	-8%	9%	-7%	11%	6%	-2%	-8%
JMJD2A Tudor inh	-31%	-10%	?	-16%	-11%	-16%	6%	-3%
RGS4 inh	-2%	-11%	-22%	-16%	-19%	10%	8%	6%

5 entries already listed, ordered by heavy-atom count, highest first:
2. CCN1CCN(CCNC(=O)CSCc2nc(-c3ccc(OC)c(OC)c3)oc2C)CC1
7. O=C(c1cccs1)N1CCC2(O)CCCCC2C1c1ccc(F)cc1 (stereo unspecified)
6. O=C(CCc1ccccc1)NNC(=O)COc1ccccc1
3. Cc1ccccc1Nc1cc(C)c2c(O)cccc2n1
4. CC(C)OCC1CO1 (stereo unspecified)
compound no.	2	7	6	3	4
ALOX12 inh	0%	-7%	25%	-4%	6%
PI4K2A block	5	-2	6	-6	-1
G9a block	0%	-5%	·	?	8%[0.501 µM]
BAZ2B inh	4%	4%	9%	?	-7%
HP1b binding inh	43%	37%	7%	15%	91%[activator]
ERG Ets-DNA blk	2%	-1%	2%	9%	-1%
GLS inh	-8%	-2%	6%	9%	-7%
JMJD2A Tudor inh	-10%	6%	-16%	?	-16%
RGS4 inh	-11%	8%	10%	-22%	-16%

(more compounds)
9. Cc1ccc(S(=O)(=O)NCc2ccc(C(=O)N3CCN(Cc4ccccc4)CC3)cc2)cc1
10. COc1ccc(NS(=O)(=O)c2ccc3c(c2)NC(=O)CO3)cc1
11. CCc1ccc(C(C)NC(=O)c2ccc(F)cc2)cc1 (stereo unspecified)
12. COc1ccc(CN(C)C(=O)Cn2ccc(NC(=O)OCc3ccccc3)nc2=O)cc1OC
13. Cn1c(=O)c2c(SCC(=O)N3CCCC3)nc(CC(C)(C)C)nc2n(C)c1=O
14. CCOCCCNC(=O)c1ccc(NC(=O)C2=CSCCO2)cc1
15. CC(C)CCNc1nc(-c2ccco2)c2c(c1C#N)CCCC2
16. CN(c1ccccc1C(=O)N1CCN(Cc2ccc3c(c2)OCO3)CC1)S(C)(=O)=O
compound no.	9	10	11	12	13	14	15	16
ALOX12 inh	-26%	-23%	-1%	-1%	1%	-2%	?	-32%
PI4K2A block	-1	-5	4	-4	0	2	0	2
G9a block	-1%	4%	15%	9%[2.33 µM]	2%	·	10%[12.7 µM]	7%[59 µM]
BAZ2B inh	-3%	-1%	-5%	15%	-12%	-1%	24%	-8%
HP1b binding inh	0%	37%	51%	19%	41%[activator]	14%[57 µM]	25%	29%
ERG Ets-DNA blk	·	-2%	-3%	2%	3%	17%	?	1%
GLS inh	5%	-8%	-1%	1%	-5%	4%	-2%	15%
JMJD2A Tudor inh	-23%	-8%	12%	-8%	-13%	-10%	20%[11.4 µM]	-12%
RGS4 inh	3%	21%	-9%	3%	-15%	6%	6%[11.4 µM]	0%

17. CCCOC1CCCN(Cc2cn(C)nc2-c2ccccc2F)C1 (stereo unspecified)
18. CCOC(=O)c1cc(NC(=O)c2ccc(OC)cc2)c(=O)oc1-c1ccccc1
19. COc1ccc(NC(=O)N2CCc3c(sc4c3CCCC4)C2c2ccc(F)cc2)cc1 (stereo unspecified)
20. COc1ccccc1C(=O)NCCNc1ccc([N+](=O)[O-])cc1Cl
21. CCC(CO)Oc1cc(NC(=O)Cc2ccccc2)c2ncn(C(C)C)c2c1 (stereo unspecified)
22. CN(C)c1ccc(/C=C(/C#N)C(=O)NCc2ccccc2)o1
23. Cc1ccccc1NC(=O)Cn1c(O)c(N=NC(=O)c2ccccc2O)c2ccccc21
24. O=C(O)C12C[C@H]3C[C@@H](C1)CC(n1ncc(N4CCN(c5ccccc5)CC4)c(Cl)c1=O)(C3)C2
compound no.	17	18	19	20	21	22	23	24
ALOX12 inh	1%	?	-20%	6%	10%	-15%	9%	-7%
PI4K2A block	-8	5	-4	3	0	0	-4	10
G9a block	-7%	24%[12.7 µM]	?	·	·	3.5µM*	?	?
BAZ2B inh	-2%	0%	?	1%	·	-11%	63µM*	4%
HP1b binding inh	19%	9%	-4%	48%[activator]	58%[activator]	40%[activator]	16%	5%
ERG Ets-DNA blk	-5%	-1%	5%	2%	-3%	-24%	·	7%
GLS inh	3%	-1%	1%	1%	2%	4%	-1%	25%
JMJD2A Tudor inh	-13%	-33%	-30%	-6%	2%	-1%	-32%	-23%
RGS4 inh	24%	-34%	22%	10%	8%	-26%	-45%	0%

25. CCn1cc(CN2CCN(Cc3ccc(C)o3)C(CCO)C2)c2ccccc21 (stereo unspecified)
26. COc1ccc(-c2nnc(N(C)C(=O)C3CCOC3)s2)cc1 (stereo unspecified)
27. COc1cc(/C=N/Nc2nnc3c(n2)[nH]c2ccccc23)ccc1O
28. N#Cc1ccc(S(=O)(=O)N2CCC(C(=O)Nc3cccc(C(=O)NC4CC4)c3)CC2)cc1
29. COc1ccc(-c2cc(-c3ccccc3)no2)cc1
30. CCNC(=O)NC(=O)COC(=O)CCCSc1nc2ccccc2s1
31. Cc1ccc(NC(=O)c2ccc3c(c2)OCO3)cc1Cl
32. CCN1CC2=C(OC(N)=C(C#N)C2c2cccs2)/C(=C\c2cccs2)C1 (stereo unspecified)
compound no.	25	26	27	28	29	30	31	32
ALOX12 inh	0%	9%	-7%	12%	12%	2%	17%	-21%
PI4K2A block	2	1	-6	6	?	-4	-5	-24
G9a block	-21%	·	?	10%[2.33 µM]	6%[2.33 µM]	1%[59 µM]	·	45µM*
BAZ2B inh	-29%	·	-35%	4%	10%	4%	18%	35µM*
HP1b binding inh	7%	-5%	-4%	30%	38%[activator]	-1%	27%	?
ERG Ets-DNA blk	7%	2%	-5%	-12%	-11%	-2%	-5%	·
GLS inh	0%	4%	?	2%	6%	-3%	14%	5%
JMJD2A Tudor inh	-28%	-17%	?	13%	1%	-17%	0%	?
RGS4 inh	-11%	-21%	-39%	-17%	-4%	-29%	11%	-2%

33. Cc1ccccc1Cn1c(=O)n(Cc2ccco2)c(=O)c2oc3ccccc3c21
34. c1ccc(C2[C@H]3CN(Cc4cccnc4)[C@H](c4ccccc4)C34CC2(c2ccccc2)C4)cc1 (stereo partly specified)
35. CCc1ccc(NS(=O)(=O)c2ccc3[nH]cc(C(=O)N4CCc5ccccc54)c(=O)c3c2)cc1
36. O=C(/C=C/c1ccco1)NCCc1ccccc1
37. CC(=O)N1c2ccccc2C(=O)C1N1CCN(c2cccc(C)c2C)CC1 (stereo unspecified)
38. CC(C)c1cc(CNC(=O)C2CCC(=O)N(Cc3ccccc3F)C2)on1 (stereo unspecified)
compound no.	33	34	35	36	37	38
ALOX12 inh	-14%	-5%	?	-16%	-7%	0%
PI4K2A block	5	3	-2	2	-2	0
G9a block	-26%[59 µM]	-24%[59 µM]	50µM*	45µM*	-4%[59 µM]	23%[59 µM]
BAZ2B inh	-36%	-34%	?	-9%	6%	-12%
HP1b binding inh	20%	-2%	?	1%	20%	29%
ERG Ets-DNA blk	3%	74%[activator]	3%	-2%	1%	-2%
GLS inh	2%	1%	-3%	-12%	0%	-3%
JMJD2A Tudor inh	-4%	?	?	-17%	-2%	-5%
RGS4 inh	21%	-5%	15%	0%	-15%	3%

High-throughput results as filed in PubChem BioAssay.
